High-throughput results deposited in PubChem BioAssay by National Center for Advancing Translational Sciences (NCATS).
EPAC2 antag: antagonists of human EPAC2 | Q8WZA2 | AID 720708 | EPAC2 GEF exchange of Rap1B-BODIPY-GDP, fluorescence | Potency, µM (doses to about 114 µM), without a hit: at the top dose activity, negative = inhibition, usual class: inhibitors | 360,000 tested, 0.18% active; note: potency is the fitted concentration of half-maximal effect; % is set by controls: 0 for no effect and ±100 for the full control effect; nearly all actives have a fitted effect of over 45% in size; many of its hits are not listed in these tables
EPAC1 ag: activates human EPAC1 exchange factor; O95398; EPAC1 agonist qHTS, biochemical assay; response scale: 100% = response to 6.5 mM cAMP; Potency, µM (series often up to 154 µM), without a hit: at the top dose activation, hits mostly activators; 360,000 tested, 0.073% active; AID 720707; note: potency is the fitted concentration of half-maximal effect; nearly all actives have a fitted effect of over 60% in size
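Nucleotide exchange assay: 100 nM EPAC1 with 250 nM Rap1B loaded with BODIPY-GDP and 50 uM GDP, room temperature. Fluorescence (480/540 nm) read every 5 min for 30 min; signal change normalized to 6.5 mM cAMP as full agonist.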
MmCpn inh: inhibitors of Methanococcus maripaludis chaperonin (MmCpn); purified Mm-Cpn ATPase, ADP Transcreener TR-FRET; Potency, µM (series often up to 76.9 µM), inactives show at the top dose activity, negative = inhibition, most hits filed as inhibitors; 330,000 tested, 0.031% active; note: potency is the fitted concentration of half-maximal effect; % is set by controls: 0 for no effect and ±100 for the full control effect; nearly all actives have a fitted effect of over 80% in size
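ATPase turnover read by TR-FRET ADP competition (Eu cryptate antibody/ADP-d2, 665/590 nm): 10uM ATP final, 25nM Mm-CPN final, 30 min 37degC after 10-min compound preincubation, pH 7.4 Tris/KCl/MgCl2/DTT buffer.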
PLK1 PBD block: inhibitors of human PLK1 polo-box domain binding; 360,000 tested, 2.8% active; Potency, µM, for inactives: max response, negative = inhibition, hits mostly inhibitors; AID 720504; P53350; Plk1 PBD binding of FITC phosphopeptide, fluorescence polarization; note: potency is the fitted concentration of half-maximal effect; series mostly up to about 57 µM; % is set by controls: 0 for no effect and ±100 for the full control effect; nearly all actives have a fitted effect of over 65% in size
Target sequence (P53350 whole entry, looked up, the tested form may be a part): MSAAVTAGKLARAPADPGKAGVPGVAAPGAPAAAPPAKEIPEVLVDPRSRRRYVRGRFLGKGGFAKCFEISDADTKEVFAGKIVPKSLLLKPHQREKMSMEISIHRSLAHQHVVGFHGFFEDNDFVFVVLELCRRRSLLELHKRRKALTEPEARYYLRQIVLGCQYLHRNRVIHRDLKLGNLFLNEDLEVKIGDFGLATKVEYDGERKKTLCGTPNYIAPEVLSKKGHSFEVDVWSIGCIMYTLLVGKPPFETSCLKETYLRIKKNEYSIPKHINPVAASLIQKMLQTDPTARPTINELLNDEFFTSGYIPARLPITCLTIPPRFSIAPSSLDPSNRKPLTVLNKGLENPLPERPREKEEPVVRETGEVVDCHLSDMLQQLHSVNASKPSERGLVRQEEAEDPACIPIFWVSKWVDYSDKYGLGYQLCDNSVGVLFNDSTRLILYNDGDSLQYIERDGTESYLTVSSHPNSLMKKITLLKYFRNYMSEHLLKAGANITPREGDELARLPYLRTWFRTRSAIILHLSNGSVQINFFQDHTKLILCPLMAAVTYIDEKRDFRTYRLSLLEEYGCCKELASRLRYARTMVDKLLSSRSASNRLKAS
EPAC1 antag: antagonists of human EPAC1 | EPAC1 GEF assay, Rap1b-BODIPY-GDP exchange fluorescence | 360,000 tested, 0.14% active | Potency, µM (top dose mostly 115 µM), for inactives: top-dose activity change, negative = inhibition, most hits filed as inhibitors;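 note: potency is the fitted concentration of half-maximal effect; plate controls were vehicle for no effect and positive control for full effect; nearly all actives have a fitted effect of over 50% in size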
PI5P4Ka inh: blocks human PI5P4K alpha kinase activity. P48426. PI5P4Kalpha enzyme, ADP-Glo luminescence, 60 min; stronger effect = lower value. max response, %. 330,000 tested, 1.2% active. AID 652105; active = max response of -50% or lower; inconclusive = between -30% and -50%; inactive = -30% or higher; note: value at the top dose of about 77 µM; % is set by controls: 0 for no effect and ±100 for the full control effect
Target sequence (P48426 whole entry, looked up): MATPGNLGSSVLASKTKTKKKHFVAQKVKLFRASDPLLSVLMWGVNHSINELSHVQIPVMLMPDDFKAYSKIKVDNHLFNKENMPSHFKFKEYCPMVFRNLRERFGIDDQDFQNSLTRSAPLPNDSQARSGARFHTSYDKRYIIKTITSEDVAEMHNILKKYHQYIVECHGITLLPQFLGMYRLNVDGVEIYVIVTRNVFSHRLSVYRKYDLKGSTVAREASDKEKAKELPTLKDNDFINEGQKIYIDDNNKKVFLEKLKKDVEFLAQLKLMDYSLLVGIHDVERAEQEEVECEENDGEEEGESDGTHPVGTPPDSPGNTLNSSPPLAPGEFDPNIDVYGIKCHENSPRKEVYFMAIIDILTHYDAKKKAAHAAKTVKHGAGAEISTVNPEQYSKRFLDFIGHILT
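Luminescence from ADP-Glo served as readout of PI5P4Kalpha activity in a qHTS format. Reaction: enzyme, substrate, compound, ATP at 5 microM final, 60 min at RT.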
WRN inhibitor: inhibitors of human WRN helicase. Q14191. WRN helicase unwinding, fluorescent forked duplex, kinetic. Potency, µM (doses to about 114 µM), for the others: top-dose activity change, negative = inhibition, actives largely listed as inhibitors. 360,000 tested, 0.46% active; note: potency is the fitted concentration of half-maximal effect; % is set by controls: 0 for no effect and ±100 for the full control effect; nearly all actives have a fitted effect of over 55% in size
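Fluorescence dequenching readout, ex 525 nm/em 598 nm, kinetic mode: forked duplex DNA (100 nM final) with adjacent fluorophore and quencher unwound by WRN (20 nM final) with 2 mM ATP. Compound preincubation 15 min, room temperature.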
CCT modulator: cytosolic chaperonin activity modulation; purified chaperonin ATPase assay, HTRF ADP detection, 30 min; activity change, % (no concentration beside the values), hits read low; 360,000 tested, 0.3% active; AID 651819; in the data active = activity change below about -30%; note: % is set by controls: 0 for no effect and ±100 for the full control effect
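TRiC (40 or 20 nM final, by batch activity) in 30 mM Tris pH 7.4, 100 mM KCl, 5 mM MgCl2, 1 mM DTT was treated with compound at 76 uM single dose, then 10 uM ATP, 30 min at 37 °C. ADP was read by HTRF Transcreener.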
The depositor's hits bear a star; u = inconclusive; x = no result given; [ ] = remark or other dose. Unless noted, calls come from the whole dose curve; as a rule, active = well fitted curve in the direction sought with a large enough effect; inconclusive = small, poorly fitted or top-dose-only effect, or another doubt; inactive = no such curve, though single readings can be large; an effect the other way counts as inactive or inconclusive. These rows are one share of the data (hit frequency here may not be typical).

Letters: A = EPAC2 antag; B = EPAC1 ag; C = MmCpn inh; D = PLK1 PBD block; E = EPAC1 antag; F = PI5P4Ka inh; G = WRN inhibitor; H = CCT modulator
smiles: O=C(c1ccco1)N1CCN(C(=O)C(Sc2ccccc2)c2ccccc2)CC1 (stereo not given)
  A: 6%	B: 6%	C: 1%	D: -17%	E: -1%	F: x	G: -12%	H: -1.6

smiles: CNc1nc(-c2ccccc2)nc(-c2ccc(OC)cc2)c1C#N
  A: 5%	B: 0%	C: -2%	D: -7%	E: 1%	F: 2	G: -15%	H: 0.2

smiles: Cc1ccc(N(CC(=O)NC2CCCCC2)C(=O)CNC(=O)c2ccco2)cc1C
  A: 0%	B: -8%	C: 1%	D: 6%	E: -9%	F: 1	G: 12%	H: -1.0

smiles: COCCN(C(=O)CSCC(=O)Nc1ccc(C)cc1)c1c(N)n(CC(C)C)c(=O)[nH]c1=O
  A: 2%	B: 7%	C: -3%	D: -3%	E: 0%	F: -4	G: 12%	H: -2.7

smiles: O=C(NCc1ccccc1)c1ncn[nH]1
  A: -4%	B: -1%	C: 0%	D: -2%	E: 0%	F: 0	G: 1%	H: -0.7

smiles: CCOc1ccccc1/C=N/NC(=O)c1cccc(S(=O)(=O)N2CCOCC2)c1
  A: 4%	B: 1%	C: 1%	D: -10%	E: -27%	F: -12	G: -7%[57.1 µM]	H: -1.5

smiles: CC1=NN(c2ccc(Cl)cc2)C(=O)C1C(c1ccccc1O)c1c(C)[nH]n(-c2ccc(Cl)cc2)c1=O (stereo not given)
  A: -3%	B: -10%	C: 0%	D: 24µM*	E: -20%	F: 8	G: u	H: -13

smiles: O=C(Nc1ccc(F)cc1)c1nc[nH]c1C(=O)Nc1ccc([N+](=O)[O-])cc1
  A: -4%	B: 11%	C: -1%	D: -5%	E: -4%	F: u	G: -9%	H: 1.1

smiles: COc1cc(CN2C(=O)C(C)ON=C2c2ncccc2C)cc(OC)c1 (stereo not given)
  A: -5%	B: -19%	C: x	D: 1%	E: 3%	F: 4	G: 4%[57.1 µM]	H: -0.4

smiles: Cc1ccc(Cc2c(-c3ccc(Cl)cc3)nc3c(C)cc(Br)cn23)cc1
  A: 5%	B: -2%	C: x	D: -23%	E: u	F: 0	G: -11%	H: -1.6

smiles: Cc1cc(NC(=O)CN2CCCC(C)C2)n(-c2nc3ccccc3s2)n1 (stereo not given)
  A: 9%	B: -2%	C: x	D: 2%	E: -4%	F: 14	G: -8%	H: -5.8

smiles: Cc1ccsc1C1CC(=O)NC2=C1C(=O)CC(C)(C)C2 (stereo not given)
  A: 8%	B: -1%	C: 2%	D: -6%	E: -1%	F: -8	G: -4%	H: 2.4

smiles: O=C(CNS(=O)(=O)c1ccc(Br)s1)NCc1ccccc1
  A: 3%	B: 5%	C: 1%	D: -6%	E: -9%	F: -9	G: -6%[57.1 µM]	H: -2.6

smiles: Clc1nc2nc3n(c2nc1Cl)CCC3
  A: 3%	B: 17%	C: 1%	D: -5%	E: -4%	F: 2	G: -5%	H: 0.5

smiles: Cn1c(SCC(=O)NC2CCCCC2)nnc1-c1ccncc1
  A: 1%	B: 2%	C: 0%	D: -21%	E: -1%	F: -2	G: 12%	H: -3.0

smiles: C/C(=N/NC(=O)CC1N=C(Cc2ccccc2)NNC1=O)c1cccnc1 (stereo not given)
  A: -3%	B: 7%	C: 1%	D: 2%	E: -6%	F: 2	G: -4%	H: 0.6

smiles: Cc1csc(N2C(=O)C3C4CCC(O4)C3C2=O)n1 (stereo not given)
  A: 3%	B: -11%	C: x	D: -5%	E: -3%	F: 2	G: 2%	H: -4.6

smiles: Oc1cccc(/C=N/Nc2cccc3cccnc23)c1
  A: -3%	B: 9%	C: -7%	D: -6%	E: -26%	F: 31	G: -18%	H: -6.8

smiles: Cc1ccc(OCC(=O)N/N=C\c2cccn2C)c([N+](=O)[O-])c1
  A: -5%	B: -13%	C: 1%	D: -9%	E: u	F: -3	G: u	H: 0.4

smiles: CCC(=O)N1CCCC1(C)C(=O)Nc1ccc2nc(C)ccc2c1 (stereo not given)
  A: 17%	B: -15%	C: x	D: 4%	E: 7%	F: -2	G: 12%	H: 0.1

smiles: COc1cccc(/C=N/NC(=O)C(=O)NCc2cccnc2)c1O
  A: -6%	B: 5%	C: -2%	D: -10%	E: -14%	F: 0	G: 5%	H: -1.1

smiles: COC(=O)c1ccc(S(=O)(=O)N2C3CCC2CC(NC(=O)NC2CCCCC2)C3)cc1 (stereo not given)
  A: 3%	B: 0%	C: -2%	D: -5%	E: 0%	F: -1	G: 1%	H: 0.4

smiles: CCC(Sc1nc2ccccc2s1)C(=O)Nc1nnc(C)s1 (stereo not given)
  A: -1%	B: 10%	C: -2%	D: -23%	E: -2%	F: x	G: -2%	H: -2.3

smiles: COc1ccccc1N(CC(=O)NCc1ccccc1)C(=O)CCC(=O)Nc1ccccn1
  A: -4%	B: 1%	C: 0%	D: -6%	E: 6%	F: -1	G: 0%	H: -4.3

smiles: Cc1ccc(-c2ccc(=O)n(CC(=O)Nc3ccc4c(c3)OCCO4)n2)cc1
  A: 6%	B: 0%	C: -6%	D: -10%	E: 3%	F: 2	G: 4%	H: -1.1

Letters: A = EPAC2 antag; B = EPAC1 ag; C = MmCpn inh; D = PLK1 PBD block; E = EPAC1 antag; F = PI5P4Ka inh; G = WRN inhibitor; H = CCT modulator
smiles: CCN(C1CCCCC1)S(=O)(=O)c1cn(C)c(=O)n(C)c1=O
  A: 3%	B: 13%	C: -1%	D: -15%	E: 4%	F: -3	G: 3%	H: -3.8

smiles: O=C(CCc1ccccc1)N1CCN(CCO)CC1
  A: 6%	B: 1%	C: -3%	D: -13%	E: -10%	F: -11	G: 5%	H: -0.5

smiles: Clc1ccc(-c2nnc(NCc3ccccc3)c3ccccc23)cc1
  A: 10%	B: 1%	C: -16%	D: -3%	E: 0%	F: -7	G: 2%	H: 2.5

smiles: O=C(Nc1ccccc1C(=O)N/N=C/c1ccco1)c1ccccc1Cl
  A: 15%	B: 3%	C: 1%	D: 3%	E: 10%	F: x	G: -6%	H: -0.3

smiles: CC(C)(C)OC(=O)N/N=C/c1cc(N=Nc2ccccc2)ccc1O
  A: -6%	B: 0%	C: 0%	D: -6%	E: -8%	F: -2	G: 2%	H: 2.6

smiles: COc1cccc(CN2CCN(Cc3cc4ccccc4[nH]3)CC2CCO)c1 (stereo not given)
  A: 3%	B: 6%	C: -1%	D: 0%	E: -16%	F: 0	G: -4%	H: 2.3

smiles: Cc1nc(S/C(=C\c2ccc(OCc3ccccc3Cl)cc2)C(=O)O)n[nH]1
  A: 21%	B: 1%	C: 0%	D: -20%	E: 8%	F: u	G: -13%[57.1 µM]	H: -1.0

smiles: O=C(Nc1cccs1)N1CCN(c2ncccn2)CC1
  A: -22%	B: -3%	C: -1%	D: u	E: 2%	F: 1	G: -7%	H: -7.9

smiles: CCCCN(C)CCCNC(=O)CN1N=C(c2ccc(Cl)cc2)CCC1=O
  A: 6%	B: -4%	C: 3%	D: 0%	E: -13%	F: -4	G: -1%	H: 0.2

smiles: CC(C)CC(=O)N1CCN(S(=O)(=O)c2ccc3ccccc3c2)CC1
  A: 2%[57.1 µM]	B: 7%	C: 1%	D: 5%	E: -27%	F: 3	G: -6%	H: 0.0

smiles: COc1cc(C(=O)N2CCCCC2c2cc(C(=O)Nc3ccccc3)no2)cc(OC)c1C (stereo not given)
  A: -9%	B: 11%	C: x	D: -16%	E: -8%	F: -2	G: -10%	H: 0.7

smiles: Cc1cccc(C(=O)NNC(=O)c2ccc(F)cc2)c1
  A: 3%	B: 6%	C: -1%	D: -4%	E: -7%	F: -2	G: 8%	H: -0.5

smiles: O=C(O)c1cccc(N/N=C/c2ccc(F)c(F)c2)c1
  A: 3%	B: 0%	C: -9%	D: -25%	E: 4%	F: -12	G: -2%	H: -2.8

smiles: CCOc1ncccc1C(=O)OCC(=O)NCCCc1ccccc1
  A: -15%	B: -4%	C: 1%	D: -1%	E: 2%	F: 6	G: 0%	H: -0.8

smiles: C=CCNC(=S)N1CCC(Cc2ccccc2)CC1
  A: 4%	B: 3%	C: -1%	D: 3%	E: -21%	F: -5	G: -1%	H: 0.5

smiles: COc1ccc(CCC(=O)Nc2nnc(C(C)(C)C)s2)cc1
  A: -7%	B: 14%	C: 2%	D: -3%	E: 15%	F: 0	G: -1%	H: 1.2

smiles: CCCCCCn1c(N2CCC(C(N)=O)CC2)nc2c1c(=O)[nH]c(=O)n2C
  A: 1%	B: 4%	C: 0%	D: 2%	E: 1%	F: 0	G: -1%	H: -3.6

smiles: Cc1ccc2nc(C(C)O)[nH]c2c1 (stereo not given)
  A: -2%	B: -2%	C: -4%	D: 2%	E: -4%	F: x	G: -3%	H: 1.7

smiles: O=C(NC(=S)N(Cc1ccccc1)Cc1ccccc1)c1ccccc1F
  A: 0%	B: 21%	C: 1%	D: -3%	E: 4%	F: 6	G: -15%	H: 0.5

smiles: CN(C)CCCNc1ncnc2c1c(-c1ccccc1)cn2-c1ccccc1
  A: -16%	B: -2%	C: 1%	D: 1%	E: 2%	F: -2	G: 4%	H: -0.1

smiles: Cc1cc(/C([O-])=C(/C(=S)Nc2ccc(F)cc2)[n+]2ccccc2)c(C)n1Cc1ccccc1Cl
  A: -12%	B: 12%	C: -2%	D: -12%	E: u	F: -7	G: -9%	H: -4.5

smiles: CCN1C(=O)c2ccccc2S(=O)c2ccc(C(=O)N3CCOCC3)cc21 (stereo not given)
  A: -10%	B: 11%	C: 0%	D: -16%	E: -4%	F: 3	G: -7%	H: -3.1

smiles: CS(=O)(=O)N1N=C(c2ccco2)CC1c1ccc(Br)cc1 (stereo not given)
  A: -12%	B: 2%	C: 1%	D: -9%	E: 0%	F: -20	G: 3%	H: -1.6

smiles: CC1(C)Cc2c(sc(NC(=O)c3ccc(S(=O)(=O)N4CCCCCC4)cc3)c2C#N)C(C)(C)N1
  A: 28%	B: -2%	C: -7%	D: -1%	E: -14%	F: -1	G: 0%	H: -2.5
